# Source: PubChem BioAssay
# HBB splicing – hemoglobin beta splicing modulation | HBB splicing reporter cell assay, activation; EGFP reporter with mutant IVS2-654 intron; response scale: normalised to 500 nM splice-correcting PNA | Potency, µM (series often up to 46.1 µM), for the others: top-dose activation, most hits filed as activators | 65,000 tested, 0.06% active; note: potency is the fitted concentration of half-maximal effect; 0% is about no effect
#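 Compounds were applied for 2 days to HeLa EGFP-654 cells, 500/well in Optimem with 2% FCS. The reporter's EGFP is disrupted by mis-splicing of beta-globin intron IVS2-654. Readout: summed well GFP fluorescence from 488 nm laser scanning; reference was 500 nM antisense […] 654 PNA.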
# GFP derepression – epigenetic GFP locus derepression in mouse cells | mouse C127i GFP locus derepression, cytometry, 30 h | Potency, µM (titrated, usually from 46.1 µM), inactives show at the highest dose GFP derepression (activation) | 68,000 tested, 0.09% active; note: % of control where 0% means no effect
#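 Derepression screen: silenced CMV-GFP reporter in murine C127i cells, 30 h compound incubation at 37 C, washed cells imaged by laser-scanning cytometer to enumerate GFP-expressing objects of 20 to 120 um.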
# CRE Fsk mod – alters forskolin-stimulated CRE reporter signaling in CHO cells; CHO CRE-bla reporter (cAMP response element driving beta-lactamase), forskolin EC10, beta-lactamase ratio; Potency, µM (doses to about 38.2 µM), for the others: at the highest dose activity change, negative = inhibition, most hits filed as activators; 71,000 tested, 2.5% active; active = well fitted activation curve with a large enough effect in the signal ratio, with a control signal flat, not every such curve was filed as active; inconclusive = small, poorly fitted or top-dose-only effect, or effect the other way, or a change in a side signal; the % refers to the signal ratio; note: potency is the fitted concentration of half-maximal effect; % of control where 0% means no effect
#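 CHO CRE-bla cells, overnight plating in Opti-MEM with 0.5% dialyzed FBS; cpd titration + EC10 NKH 477, 3 h 37 °C; CCF4 2 h RT; ex 405/em 460 vs 530 ratio → %Activity, AC50.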
# Pol III holo inh – DNA polymerase III holoenzyme inhibition | reconstituted DNA polymerase III holoenzyme replication, biochemical | Potency, µM (series often up to 57.1 µM), for inactives: top-dose activity change, negative = inhibition | 71,000 tested, 0.25% active; note: potency is the fitted concentration of half-maximal effect; % is set by controls: 0 for no effect and ±100 for the full control effect
#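 Reconstituted *E. coli* holoenzyme (0.35 nM Pol III, 1 nM beta, 154 nM SSB, 2 nM primase) was preincubated with compound for 15 min at RT. Synthesis on 1.4 nM ssM13Gori ran 35 min, then was stopped with PicoGreen/EDTA and read as dsDNA fluorescence.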
# ALOX15 inhib – 15-hLO (ALOX15) enzyme inhibition. P16050. Potency, µM (series often up to 57.1 µM), without a hit: top-dose activity change, negative = inhibition, most hits filed as inhibitors. purified 15hLO-1, xylenol orange hydroperoxide absorbance. 74,000 tested, 1.4% active. AID 887; note: potency is the fitted concentration of half-maximal effect; % is set by controls: 0 for no effect and ±100 for the full control effect; nearly all actives have a fitted effect of over 55% in size
#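 Inhibition is scored from a chromogenic endpoint. After 15 min enzyme-compound contact, arachidonic acid (50 uM final) reacts 6 min with 40 nM 15hLO-1 at room temperature, then Fe-XO reagent is added for 30 min and absorbance ratio recorded.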
# USP2a inhib – inhibitors of human ubiquitin-specific protease USP2a; O75604; USP2a enzymatic assay, qHTS inhibition; Potency, µM (doses to about 38.3 µM), inactives show at the top dose activity change, negative = inhibition, usual class: inhibitors; 60,000 tested, 0.1% active; AID 927;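 note: potency is the fitted concentration of half-maximal effect; nearly all actives have a fitted effect of over 60% in size; plate controls were DMSO for no effect and NEM full inhibition control for full effect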
# Target sequence (O75604 whole entry, looked up): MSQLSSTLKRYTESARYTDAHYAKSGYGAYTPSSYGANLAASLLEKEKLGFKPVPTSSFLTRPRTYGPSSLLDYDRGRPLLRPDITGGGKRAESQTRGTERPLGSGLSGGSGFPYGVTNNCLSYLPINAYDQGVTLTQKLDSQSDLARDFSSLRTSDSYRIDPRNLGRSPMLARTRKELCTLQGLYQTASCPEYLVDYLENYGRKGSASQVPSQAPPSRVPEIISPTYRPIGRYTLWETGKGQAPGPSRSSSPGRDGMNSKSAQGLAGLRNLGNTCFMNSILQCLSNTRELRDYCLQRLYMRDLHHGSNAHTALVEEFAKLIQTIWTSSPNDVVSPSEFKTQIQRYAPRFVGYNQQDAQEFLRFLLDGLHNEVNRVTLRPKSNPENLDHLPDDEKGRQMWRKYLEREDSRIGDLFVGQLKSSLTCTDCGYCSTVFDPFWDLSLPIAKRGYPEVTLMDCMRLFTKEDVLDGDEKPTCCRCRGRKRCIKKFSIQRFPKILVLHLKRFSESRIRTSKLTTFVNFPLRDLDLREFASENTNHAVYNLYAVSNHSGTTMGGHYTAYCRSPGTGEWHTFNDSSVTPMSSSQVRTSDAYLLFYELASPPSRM
#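 Inhibition is measured in a cell-free coupled assay with 20 nM USP2 core, 20 nM Ub-PLA2 and 20 uM NBD C6-HPC, 2.5 h incubation. Activity normalized to NEM control.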
# UbGFP stabilizer – ubiquitin-GFP accumulation via proteasome inhibition; Ubiquitin-GFP reporter cells, proteasome inhibition, GFP fluorescence; response scale: untreated = 0%, 10 µM MG-132 = 100%; Potency, µM (series often up to 45.9 µM), without a hit: top-dose activation (GFP accumulation), actives largely listed as activators; 67,000 tested, under 10 active; active = well fitted activation curve with a large enough effect, not every such curve was filed as active; inconclusive = small, poorly fitted or top-dose-only effect, or another doubt; inactive = no such curve, though single readings can be large or run the other way; note: potency is the fitted concentration of half-maximal effect
#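 U2OS Ub(G76V)-GFP reporter; O/N plating, 0.5% FBS; cpd 46 uM–2.9 nM, 4 h, 37 °C; GFP+ cell count, 488/515 nm; norm. to basal vs 10 uM MG-132; CRC fit.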
# HADH2 inhib – blocks human hydroxyacyl-CoA dehydrogenase type II | Potency, µM (doses to about 57.1 µM), inactives show at the top dose activity change, negative = inhibition, usual class: inhibitors | 73,000 tested, 3.4% active | AID 886 | recombinant HADH2, NADH fluorescence, beta-hydroxybutyryl-CoA; note: potency is the fitted concentration of half-maximal effect; % is set by controls: 0 for no effect and ±100 for the full control effect; nearly all actives have a fitted effect of over 60% in size; many of its hits are not listed in these tables
# Target sequence (Q99714 whole entry, looked up, one chain of several): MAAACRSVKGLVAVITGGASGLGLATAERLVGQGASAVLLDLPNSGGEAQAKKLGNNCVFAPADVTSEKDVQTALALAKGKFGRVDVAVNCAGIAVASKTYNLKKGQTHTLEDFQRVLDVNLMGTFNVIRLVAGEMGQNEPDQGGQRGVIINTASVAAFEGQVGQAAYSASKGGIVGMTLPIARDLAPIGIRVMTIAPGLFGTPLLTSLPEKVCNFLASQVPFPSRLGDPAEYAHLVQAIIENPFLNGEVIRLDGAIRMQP
#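 20 nM HADH2 + cpd, 15 min RT; add 1 mM NAD+/90 uM beta-hydroxybutyryl-CoA; kinetic fluorescence 360/450 nm, 4 min. Tris-HCl pH 9.0, 0.01% Tween-20.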
# BRCT PPI green – inhibitors of human BRCA1 BRCT-phosphoprotein interaction (green fluorophore) | Potency, µM (series often up to 76.9 µM), for the others: top-dose activity change, negative = inhibition, most hits filed as inhibitors | BRCA1 BRCT-phosphopeptide binding, green fluorescence polarization | 75,000 tested, 0.05% active | P38398;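 note: potency is the fitted concentration of half-maximal effect; plate controls were peptide without protein for full effect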
#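 Compounds were incubated for 12 min at room temperature with a complex of 100 nM fluorescein-tagged pBACH1 decapeptide and 250 nM His-tagged BRCT protein. Buffer was phosphate pH 7.3 with EDTA, DTT and Tween 20. Disruption of binding lowers the polarization signal.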
# Hsp90 Hop PPI – changes Hsp90-Hop TPR2A binding signal, up or down | AlphaScreen TPR2A-His6 binding biotin-Hsp90 C-terminal peptide | Potency, µM (titrated, usually from 57 µM), without a hit: at the highest dose activity change, negative = inhibition | 71,000 tested, 0.44% active; active = well fitted curve in either direction with a large enough effect; inconclusive = small, poorly fitted or top-dose-only effect, or another doubt; note: potency is the fitted concentration of half-maximal effect; % is set by controls: 0 for no effect and ±100 for the full control effect; many of its hits are not listed in these tables
# BRCT PPI red – inhibitors of human BRCA1 BRCT-phosphoprotein interaction (red fluorophore). P38398. BRCT-phosphopeptide binding, red fluorescence polarization. Potency, µM (titrated, usually from 76.9 µM), for inactives: at the top dose activity change, negative = inhibition, hits mostly inhibitors. 75,000 tested, 0.03% active; note: % is set by controls: 0 for no effect and ±100 for the full control effect
#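 Fluorescence polarization: 100 nM His-tagged BRCA1 BRCT with 100 nM TAMRA-labelled phospho-BACH1 decapeptide, phosphate buffer pH 7.3 with 150 mM NaCl, DTT, 0.01% Tween 20; 12 min RT. Binding inhibition seen as FP decrease.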
# * hit, by the source's call; ? = inconclusive; . = no result given; [ ] = another dose, or the depositor's remark. Unless noted, calls come from the whole dose curve; as a rule, active = well fitted curve in the direction sought with a large enough effect; inconclusive = small, poorly fitted or top-dose-only effect, or another doubt; inactive = no such curve, though single readings can be large; an effect the other way counts as inactive or inconclusive. Only part of the results is shown (hit frequency here may not be typical).
SMILES,HBB splicing,GFP derepression,CRE Fsk mod,Pol III holo inh,ALOX15 inhib,USP2a inhib,UbGFP stabilizer,HADH2 inhib,BRCT PPI green,Hsp90 Hop PPI,BRCT PPI red
COc1ccc(-c2n[nH]c(C)c2-c2ccc(Cl)cc2)c(O)c1OC,-0.9%,0%,?,-7%,-21%,10%,-7%,10%,-1.5%,-14%,-3.1%
COCc1cc(C)nc2sc(C(=O)OC)c(N)c12,-1.0%,-7%,?,-6%,-3%,-5%,2%,-2%,-1.6%,19%,0.1%
COc1ccc(CCNC(=O)CCCn2c(=O)[nH]c3cc(OC)c(OC)cc3c2=O)cc1OC,-0.5%,4%,-5%,-4%,4%,9%,-1%,-1%,-1.7%,-2%,1.1%
O=C(C1=C(O)C(=O)N(CCN2CCOCC2)C1c1cccs1)c1cc2ccccc2o1 (configuration not stated),0.0%[57.5 µM],2%,5%,-4%,-8%,17%,-6%,-13%,-2.1%,-6%,0.2%
CCOC(=O)c1ccc(NC(=O)CN2CCc3ccccc3C2)cc1,-1.1%,2%,-12%,-2%,-16%,-7%,7%,-7%,-2.1%,4%,-0.2%
CN(C)CCCN1c2ccccc2Sc2cnccc21,-0.3%[9.22 µM],-1%[9.22 µM],9%[7.6 µM],-9%[11.4 µM],24%[11.4 µM],.,-7%[9.17 µM],11%[11.4 µM],1.7%[15.4 µM],-3%[11 µM],2.9%[15.4 µM]
O=C(Cn1c(C(=O)N2CCN(C3CCCC3)CC2)cc2sccc21)c1ccccc1,4.1%,-1%,-13%,-1%,-1%,20%,9%,19%,-0.8%,-8%,-1.5%
CC[C@]1(C)CC(=O)NC1=O,0.5%[20.6 µM],-1%[20.6 µM],3%[17.1 µM],16%[25.6 µM],1%[25.6 µM],11%[17.1 µM],2%[20.5 µM],1%[25.6 µM],-0.6%[34.4 µM],0%[26 µM],-0.2%[34.4 µM]
C=CCn1c(COc2cccc3cccnc23)nnc1SCC(=O)O,-0.2%,-3%,-10%,-6%,0%,-2%,-5%,-1%,-1.9%,-5%,-1.3%
Cc1nc2ccccn2c1C(=O)NCc1cccnc1,1.7%,-2%,20%,-4%,-2%,-9%,3%,-17%,0.2%,-2%,0.4%
Cc1cc(/C(=N/O)C(C)(C)NO)ccc1Cl,0.3%,3%,10%,-4%,-7%,-11%,-7%,-14%,-2.0%,1%,1.7%
CCCc1c(OCCCCc2nn[nH]n2)ccc(C(C)=O)c1O,-1.2%,4%[20.6 µM],.,.,?,.,.,-15%,0.6%,.,-0.5%
O=C(NCc1ccc2c(c1)OCO2)c1cccc(S(=O)(=O)N2CCOCC2)c1,-1.5%,-3%,?,-7%,4%,8%,-5%,4%,-0.3%,-6%,-0.1%
CN1C(=O)C(O)(CC(=O)c2cccnc2)c2ccccc21 (configuration not stated),-3.1%[0.0738 µM],-2%,?,-3%[11.4 µM],5%[11.4 µM],-2%[7.66 µM],-6%[9.17 µM],1%[11.4 µM],1.6%,-6%[11 µM],0.8%
CCOC(=O)NC1(C(F)(F)F)C(=O)N(Cc2ccccn2)C2=C1C(=O)CC(C)(C)C2 (configuration not stated),2.8%[1.84 µM],0%,-3%,3%,2%,6%,4%,10%,-0.7%,2%,-0.1%
C#CCCCC(=O)Nc1ccccc1,0.7%,.,4%,-8%,.,.,.,5%,-1.9%,-1%,0.5%
N#Cc1ccccc1-c1ccc2ncnc(NC3CC3)c2c1,-0.5%,-1%[9.22 µM],?,-7%,-1%,?,-1%,4%,-0.4%,-5%,-0.6%
COc1ccc2c(=O)c3c(=O)n(Cc4ccco4)c(-c4cc(OC)c(OC)c(OC)c4)nc3oc2c1,1.1%,0%,?,-7%,-4%,43%[activator],7%,9%,-1.9%,-4%,-0.4%
O=S1(=O)CC(O)C(NCc2cccnc2)C1 (configuration not stated),.,2%,2%,-6%,4%,-1%,2%,-2%,-0.4%,-2%,0.4%
CCCSc1nnc(Sc2nnnn2-c2ccccc2)s1,0.0%,-1%,?,-5%,5%,-8%,-1%,?,0.9%,0%,-0.1%
Cn1c(=O)c(-c2cccs2)nc2cnc(N3CCOCC3)nc21,5.7%,-3%[9.22 µM],?,-3%,5%,21%,28%,-5%,-21%,-5%,-0.9%
CS(=O)(=O)c1ccc(Cl)c(NC(=O)C2CC(=O)N(Cc3ccccc3)C2)c1 (configuration not stated),3.3%,-3%,?,0%,4%,14%,-6%,2%,-2.8%,-2%,-1.4%
O=S(=O)(NCC(c1cccnc1)N1CCN(c2ccc(F)cc2)CC1)c1ccccc1 (configuration not stated),-0.4%,1%,-24%,6%,8%,23%,-7%,10%,-0.7%,-13%,-0.1%
CCCCOC(=O)C1C2C=CC3(CN(CCc4ccccc4)C(=O)C13)O2 (configuration not stated),-0.9%,.,-5%,-2%,-2%,.,-9%,-3%,-0.2%,-6%[2.3 µM],0.4%
COCCn1c(SCC(=O)Nc2nnc(C)s2)nnc1-c1cc2ccccc2cc1O,.,0%,7%,-11%,1%,14%,1%,-19%,-1.5%,3%,-1.0%

# Later entries
SMILES,HBB splicing,GFP derepression,CRE Fsk mod,Pol III holo inh,ALOX15 inhib,USP2a inhib,UbGFP stabilizer,HADH2 inhib,BRCT PPI green,Hsp90 Hop PPI,BRCT PPI red
COC(=O)CCC(=O)c1oc2ccc(Br)cc2c1N,2.7%[1.84 µM],0%,-6%,1%,0%,11%,0%,12%,-1.4%,0%,0.6%
O=C(CCN1C(=O)C2C3C=CC(C3)C2C1=O)Nc1ccccc1F (configuration not stated),-1.2%,-2%,-16%,-2%,4%,-2%,10%,-4%,-1.6%,-5%,-1.1%
CC(C)c1cc(C(=O)Nc2cccnc2)no1,0.5%,-1%,-2%,1%,4%,-1%,-6%,0%,-1.6%,-1%,-0.6%
COc1ccc(CN(C2CCCC2)S(=O)(=O)c2ccc(-n3cnnn3)cc2)cc1,.,-2%,?,-4%,-19%,13%,1%,-11%,-2.5%,11%,0.9%
Cn1c(=O)c2c(nc(SCc3nn[nH]n3)n2Cc2ccccc2F)n(C)c1=O,-0.2%,-3%,-2%,-4%,-5%,0%,3%,-23%,0.5%,-6%,-1.5%
CCCCN(CC)CCNS(=O)(=O)c1ccc2c(c1)oc(=O)n2C,0.9%,-3%,5%,-4%,4%,-13%,-9%,3%,-0.7%,-6%,-0.1%
O=C(Nc1cccnc1)c1c(O)c2cccc3c2n(c1=O)CC3,.,2%,1%,-16%,3%,-3%,5%,5%,-1.7%,-2%,0.0%
Cc1ccc(S(=O)(=O)N2CCCC2CO)cc1 (configuration not stated),0.4%,2%,-2%,-5%,1%,5%,6%,0%,-0.2%,3%,0.3%
CCCn1c(C)nc2c(NCCN(C)C)nc(C)nc21,-0.4%,.,4%,0%,25µM*,.,-7%,16%,-0.7%,-3%,-2.1%
O=C(NCCN1CCCC1)C1CCN(S(=O)(=O)N2CCC3(CC2)OCCO3)CC1,0.0%,-3%,?,1%,1%,6%,-9%,-1%,-2.3%,-12%,1.6%
CCOC(=O)Nc1nnc(-c2ccccc2OC)s1,5.0%[0.369 µM],0%,27%,-1%,-4%,0%,10%,10µM*,1.3%,?,0.4%
CCOC(=O)c1ccc(NS(=O)(=O)c2cc(-c3nnnn3C(C)C)ccc2OC)cc1,-1.5%[57.5 µM],2%,?,8%,-4%,-9%,1%,0%,-1.6%,0%,1.5%
COc1ccc(CC(=O)OCC(=O)NC(=O)NC2CCCCC2)cc1,-1.7%,-1%,6%,-2%,-14%,10%,-1%,5%,1.5%,0%,0.1%
Cn1c(C(=O)N2CCCC2)cc2c(=O)n(C)c3ccccc3c21,-0.2%,.,14%,-16%,-4%,.,9%,-11%,3.9%,-3%[2.3 µM],-0.1%
CN1CCN(C(=O)c2ccc(S(=O)(=O)c3ccc(Br)cc3)cc2)CC1,2.5%[0.369 µM],2%,-4%,-11%,10%,3%,-1%,1%,-1.6%,-4%,0.0%
CCCS(=O)(=O)N1CCCC(C(=O)NCCc2ccc(Cl)cc2)C1 (configuration not stated),-0.1%,0%,-9%,2%,-2%,9%,11%,-1%,-0.9%,-6%,1.2%
